Assay outcomes (PubChem BioAssay)
pPAFAH inh: inhibitors of human plasma PAF acetylhydrolase (pPAFAH); Q13093; recombinant pPAFAH, FP-rhodamine probe fluorescence polarization; inhibition, % at 3.39 µM; 330,000 tested, 1.5% active; AID 463082;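 active = inhibition above the mean inhibition across the screen plus 3 SD, cut at about 25% in these data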;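 note: inhibitors block binding of the rhodamine activity-based probe so polarization drops; 0% = enzyme with DMSO and 100% = wells lacking pPAFAH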
Target sequence (Q13093 whole entry, looked up): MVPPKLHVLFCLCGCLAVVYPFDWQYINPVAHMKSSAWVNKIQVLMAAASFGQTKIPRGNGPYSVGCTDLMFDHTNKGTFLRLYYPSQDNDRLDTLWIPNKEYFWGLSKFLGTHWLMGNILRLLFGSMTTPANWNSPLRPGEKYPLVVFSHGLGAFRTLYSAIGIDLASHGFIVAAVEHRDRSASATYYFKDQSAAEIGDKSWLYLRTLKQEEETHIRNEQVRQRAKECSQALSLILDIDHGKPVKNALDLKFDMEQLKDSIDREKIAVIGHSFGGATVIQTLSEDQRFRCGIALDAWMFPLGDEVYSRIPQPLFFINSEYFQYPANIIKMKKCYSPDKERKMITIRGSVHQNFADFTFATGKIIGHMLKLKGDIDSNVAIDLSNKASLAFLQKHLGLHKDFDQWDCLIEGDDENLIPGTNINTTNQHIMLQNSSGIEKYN
Fam108B counter: counter-screen for RBBP9 inhibitors: inhibitors of mouse Fam108B; recombinant Fam108B, FP-Rh probe fluorescence polarization; inhibition, % at 9.51 µM; 300,000 tested, 0.33% active; AID 1947;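 active = inhibition above the screen mean inhibition plus 3 SD, computed separately per campaign, cut at about 18% in these data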;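 note: inhibitors lower polarization as less probe binds the enzyme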
PME-1 primary: PME-1 (human) inhibition. Q9Y570. recombinant PME-1, FP-Rh probe fluorescence polarization. inhibition, % at 5.9 µM. 320,000 tested, 0.53% active. AID 2130;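 active = inhibition above the campaign mean of all compounds plus 3 SD, cut at about 26% in these data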;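 note: competitive labeling of PME-1 active site by serine hydrolase directed probe; 0% = PME-1 with DMSO and 100% = wells lacking PME-1 enzyme; inhibitors block probe labeling so polarization falls and inhibition rises; many of its hits are not listed in these tables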
Target sequence (Q9Y570 whole entry, looked up): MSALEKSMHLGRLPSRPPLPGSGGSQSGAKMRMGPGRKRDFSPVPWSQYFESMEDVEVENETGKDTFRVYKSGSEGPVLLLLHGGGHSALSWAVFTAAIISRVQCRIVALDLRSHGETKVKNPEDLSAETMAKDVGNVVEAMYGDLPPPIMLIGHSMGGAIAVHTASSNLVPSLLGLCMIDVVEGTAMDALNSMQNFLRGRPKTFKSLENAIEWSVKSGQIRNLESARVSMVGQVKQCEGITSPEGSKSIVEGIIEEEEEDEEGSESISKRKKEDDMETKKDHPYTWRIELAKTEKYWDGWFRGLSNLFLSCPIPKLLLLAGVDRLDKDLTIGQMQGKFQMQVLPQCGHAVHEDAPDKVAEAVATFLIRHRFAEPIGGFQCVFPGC
PAD4 FP inh: inhibitors of human PAD4; Q9UM07; recombinant PAD4, RCA probe fluorescence polarization; inhibition, % at 6.36 µM; 330,000 tested, 0.41% active; AID 485272;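 active = percent inhibition above a cutoff equal to the mean of all tested compounds plus 3 SD, cut at about 15% in these data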;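 note: 0% = PAD4 with RCA probe and DMSO and 100% = probe without PAD4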
PAFAH1B3 inh: blocks human PAF acetylhydrolase 1B catalytic subunit 3; Q15102; recombinant PAFAH1B3, FP-rhodamine probe, fluorescence polarization; inhibition, % at 3.39 µM; 340,000 tested, 0.28% active; AID 492972;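 active = inhibition above the screen-wide average of all tested compounds plus 3 SD, cut at about 25% in these data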;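 note: 0% = enzyme with DMSO only and 100% = wells lacking PAFAH1B3 protein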
GSTO1 counter: GSTO1 inhibition, counter-screen for RBBP9 inhibitors; inhibition, % at 5.96 µM; recombinant GSTO1, activity-based probe fluorescence polarization; 300,000 tested, 1.1% active; P78417;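 active = inhibition above the campaign mean inhibition plus 3 SD, cut at about 35% in these data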;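 note: 0% = GSTO1-1 with DMSO and 100% = wells lacking GSTO1-1 enzyme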
Target sequence (P78417 whole entry, looked up): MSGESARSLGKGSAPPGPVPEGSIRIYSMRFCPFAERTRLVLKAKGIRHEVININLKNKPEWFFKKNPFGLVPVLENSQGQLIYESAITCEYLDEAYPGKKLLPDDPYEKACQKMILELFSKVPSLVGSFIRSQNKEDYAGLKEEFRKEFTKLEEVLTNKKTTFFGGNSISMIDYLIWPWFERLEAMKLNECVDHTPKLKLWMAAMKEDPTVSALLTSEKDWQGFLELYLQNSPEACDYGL
PAFAH1B2 inh: blocks human PAF acetylhydrolase 1b catalytic subunit 2 | P68402 | recombinant PAFAH1B2, FP-rhodamine activity probe, fluorescence polarization | inhibition, % at 3.39 µM | 340,000 tested, 1.2% active;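 active = inhibition above the mean of all tested compounds plus 3 SD, cut at about 24% in these data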;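 note: 0% = enzyme with DMSO and 100% = wells lacking PAFAH1B2; many of its hits are not listed in these tables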
PAFAH2 inh: PAFAH2 (human) inhibition | Q99487 | 340,000 tested, 0.99% active | recombinant PAFAH2, FP-rhodamine activity probe, fluorescence polarization | inhibition, % at 3.39 µM;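 active = inhibition above the mean over all tested compounds plus 3 SD, cut at about 30% in these data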;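 note: inhibitors block probe labeling of enzyme so polarization drops; 0% = enzyme with DMSO and 100% = wells lacking PAFAH2 protein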
LYPLA1 inh: blocks human lysophospholipase 1, a PME1 counter-screen; recombinant LYPLA1, FP-Rh probe fluorescence polarization; O75608; 320,000 tested, 0.16% active; inhibition, % at 5.9 µM;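 active = inhibition above the mean of all tested compounds plus 3 SD, set per campaign, cut at about 14% in these data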;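 note: inhibitors block serine hydrolase probe labeling of LYPLA1 so polarization falls; 0% = enzyme with DMSO and 100% = wells lacking LYPLA1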
An asterisk follows results filed as active; x = not tested or not shown. These rows are one share of the data; the hit share may differ from the screen's.

No.	SMILES	pPAFAH inh	Fam108B counter	PME-1 primary	PAD4 FP inh	PAFAH1B3 inh
1	CN1CCN(C(=S)Nc2cccc(S(=O)(=O)N(C)C)c2)CC1	-2	6	0	-1	5
2	COc1ccc2c(c1)c(CC(=O)O)c(C)n2C(=O)c1ccc(Cl)cc1	7	-4	0	3	1
3	Cn1c(SCC(=O)N2CCCC2)nnc1-c1ccc2c(c1)OCO2	2	9	-3	0	3
4	CCCCN1C(=O)N(CCc2ccc(F)cc2)S(=O)(=O)c2cc(C(F)(F)F)ccc21	-6	x	x	-3	5
5	Cc1cc(NC(=O)c2cccc(C)c2[N+](=O)[O-])no1	5	-2	5	-2	-1
6	CN(Cc1c(F)cccc1Cl)C(=O)CNC(=O)c1cccs1	0	-4	-3	3	0
7	Cc1cccc(C)c1OCC(=O)N/N=C/c1ccc2c(c1)OCO2	-3	2	-2	-1	5
8	COc1ccc(Nc2ncnc3sc(-c4ccccc4)cc23)c(OC)c1	19	-2	16	-3	10
9	COc1ccccc1N1CCN(C2CCCN(Cc3ccccc3OCCO)C2)CC1 (centres undefined)	1	-1	5	0	12
10	Cc1nnc(SCC(=O)Nc2sc3c(c2C(=O)c2ccccc2)CCCC3)s1	10	-1	5	-2	0
11	Cc1ccc(SC(C)C(=O)N2CCCC2)cc1 (centres undefined)	-3	0	-1	3	0
12	O=C(O)c1cc(-c2ccc(/C=C3\NC(=O)N(c4ccc(Cl)cc4)C3=O)o2)ccc1Cl	37*	11	-11	1	11
13	CN(Cc1cn[nH]c1-c1ccc(-c2ccccc2)cc1)CC1CCOCC1	3	-3	0	-1	5
14	O=C(COC(=O)c1ccco1)Nc1cc(S(=O)(=O)N2CCCCC2)ccc1Cl	1	x	x	0	5
15	C=CCN(Cc1ccc(OC)c(OC)c1)C(=O)c1cc2cc(F)ccc2[nH]1	-1	-1	-2	3	-4

No.	GSTO1 counter	PAFAH1B2 inh	PAFAH2 inh	LYPLA1 inh
1	-3	7	-2	-2
2	2	2	-3	-2
3	5	8	-4	-1
4	x	1	-6	x
5	2	3	5	6
6	-4	7	14	4
7	-2	3	6	-1
8	-14	7	15	-3
9	1	-1	-3	0
10	5	-2	-4	1
11	2	1	2	0
12	-1	7	22	0
13	-3	0	1	-2
14	x	3	55*	x
15	0	1	-6	-2

Remaining list, next part
No.	SMILES	pPAFAH inh	Fam108B counter	PME-1 primary	PAD4 FP inh	PAFAH1B3 inh
16	C[C@@H]1CN([C@@H](C)CO)C(=O)c2cc(NC(=O)C3CC3)ccc2O[C@@H]1CN(C)Cc1ccc(Cl)c(Cl)c1	3	x	x	-5	15
17	C/C(CC(=O)Nc1ccc(C)c(Cl)c1)=N\NC(=O)c1cccc(O)c1	-2	-1	-13	-6	1
18	COc1ccc(NC(=O)CN2C(=O)NC3(CCCc4ccccc43)C2=O)c(OC)c1 (centres undefined)	0	x	x	-7	7
19	O=C(C1COc2ccccc2O1)N1CCN(c2ccccc2Cl)CC1 (centres undefined)	3	-6	1	-9	5
20	C/C=C/c1ccc(OCC(=O)Nc2cc(C(F)(F)F)ccc2N2CCOCC2)c(OC)c1	-2	-1	3	1	2
21	O=C(NP(=O)(N1CCCC1)N1CCCC1)C1=C(N2CCOCC2)/C(=C/c2cccc([N+](=O)[O-])c2)CC1	8	5	11	2	7
22	CC(C)Sc1nc2c([nH]c3ccccc32)c(=O)n1C	1	-3	5	-4	-4
23	O=S(=O)(c1ccc(SCc2ccccc2)nc1)N1CCCCC1	2	x	3	-3	3
24	COc1ccc(Cl)cc1NC(=O)Nc1ccc(C(=O)N2CCCC2)cc1	-2	-4	1	0	14
25	O=C(NCc1ccccn1)C(F)(F)C(F)(F)C(=O)NCc1ccccn1	-2	3	2	-3	-4
26	COc1ccc(C(C(=O)NC2CCCCC2)N(C(=O)c2ccco2)c2ccccc2C(C)=O)cc1 (centres undefined)	-7	-2	6	0	17
27	CCOc1ccccc1C1C(C(=O)OC)=CN(C)C=C1C(=O)OC	-7	0	-10	5	4
28	O=C(Nc1cccnc1)c1ccc(NS(=O)(=O)c2cc([N+](=O)[O-])ccc2Cl)cc1	8	0	-1	-8	-1
29	COc1ccc(-c2nnc(-c3cccs3)o2)cc1OC	2	1	0	3	0
30	CCOC(=O)c1c(NC(=O)CSc2nnc3c(n2)[nH]c2ccccc23)sc2c1CCN(C)C2	12	6	-40	-6	8

No.	GSTO1 counter	PAFAH1B2 inh	PAFAH2 inh	LYPLA1 inh
16	x	5	7	x
17	-4	5	12	-5
18	x	1	8	x
19	-1	10	3	3
20	-4	2	1	0
21	7	5	3	0
22	-3	2	0	0
23	x	10	2	1
24	-11	1	-11	-7
25	5	5	-2	0
26	-1	6	-3	3
27	0	3	8	1
28	1	1	14	-1
29	-12	3	-2	1
30	8	3	11	1

An excerpt of these results, with values under each structure:
Values run as follows: pPAFAH inh	Fam108B counter	PME-1 primary	PAD4 FP inh	PAFAH1B3 inh	GSTO1 counter	PAFAH1B2 inh	PAFAH2 inh	LYPLA1 inh
[20] C/C=C/c1ccc(OCC(=O)Nc2cc(C(F)(F)F)ccc2N2CCOCC2)c(OC)c1
→ -2	-1	3	1	2	-4	2	1	0
[21] O=C(NP(=O)(N1CCCC1)N1CCCC1)C1=C(N2CCOCC2)/C(=C/c2cccc([N+](=O)[O-])c2)CC1
→ 8	5	11	2	7	7	5	3	0
[22] CC(C)Sc1nc2c([nH]c3ccccc32)c(=O)n1C
→ 1	-3	5	-4	-4	-3	2	0	0
[23] O=S(=O)(c1ccc(SCc2ccccc2)nc1)N1CCCCC1
→ 2	x	3	-3	3	x	10	2	1
[24] COc1ccc(Cl)cc1NC(=O)Nc1ccc(C(=O)N2CCCC2)cc1
→ -2	-4	1	0	14	-11	1	-11	-7
[25] O=C(NCc1ccccn1)C(F)(F)C(F)(F)C(=O)NCc1ccccn1
→ -2	3	2	-3	-4	5	5	-2	0

Remaining list, next part.
No.	SMILES	pPAFAH inh	Fam108B counter	PME-1 primary	PAD4 FP inh	PAFAH1B3 inh
31	CCCN(Cc1cc2cccc(C)c2[nH]c1=O)S(C)(=O)=O	-1	4	-5	-2	2
32	CCOc1ccc(N(CC(=O)Nc2nccs2)S(=O)(=O)c2c(C)[nH]c(=O)[nH]c2=O)cc1	4	-6	-3	3	-5
33	CCOC(=O)/C=c1\s/c(=C\c2ccccc2OC)c(=O)n1CC(=O)N1CCOCC1	5	-7	0	-6	-2
34	CCOC(=O)c1c(-c2ccc(C)o2)csc1NC(=S)NC(=O)N(C)C	8	5	0	-3	10
35	COc1ccc(CNC(=O)COC(=O)c2c(-c3c(F)cccc3Cl)noc2C)cc1OC	-5	4	0	2	5
36	Cc1c(C)c2ccc(OCC(=O)N3CCC(C(=O)O)CC3)cc2oc1=O	2	1	-1	6	4
37	Cc1ccc2[nH]c3c(N4CCN(Cc5ccccc5)CC4)ncnc3c2c1	4	6	6	-6	-4
38	CCCCN(Cc1ccccc1)c1ncnc2nc[nH]c12	7	-1	0	0	7
39	CC(=O)Nc1ccc(NC(=O)C(C)Sc2nnc(C3CC3)n2-c2ccccc2)cc1 (centres undefined)	2	x	-5	2	1
40	COc1ccc(N2CCN(C(=O)CN3C(=O)NC4(CCCCC4C)C3=O)CC2)cc1 (centres undefined)	0	x	x	-1	2
41	Cc1cc(NC2CCCCC2)n2c(n1)nc1ccccc12	-4	-1	-4	0	7
42	CC(C)(C)C(=O)c1cnc(Nc2ccccc2Cl)s1	8	5	3	-2	4
43	O=C(Nc1cccc(Oc2c(F)c(F)c(F)c(F)c2F)c1)N1C[C@@H]2C[C@@H](C1)c1cccc(=O)n1C2	1	0	-8	1	9
44	COc1ccsc1C(=O)N1CCN(Cc2ccc3c(c2)OCO3)CC1	8	-1	-1	-5	-7
45	COc1cc2c(cc1OC)C(C)N(C(=O)C1=NN(c3cccc(C)c3)C(=O)CC1)CC2 (centres undefined)	5	3	-1	2	6

No.	GSTO1 counter	PAFAH1B2 inh	PAFAH2 inh	LYPLA1 inh
31	-3	2	3	-2
32	2	3	4	2
33	-1	4	-8	-2
34	28	6	5	-1
35	0	-2	6	-3
36	3	3	0	-3
37	-2	5	8	-4
38	-7	-6	-1	-2
39	x	1	-1	1
40	x	0	-8	x
41	5	-2	1	1
42	-3	0	10	-2
43	0	0	3	-4
44	0	0	-4	-2
45	5	-2	-6	4

Profiles, looked up by structure.
O=C(O)c1cc(-c2ccc(/C=C3\NC(=O)N(c4ccc(Cl)cc4)C3=O)o2)ccc1Cl across the screens: pPAFAH inh: 37*; Fam108B counter: 11; PME-1 primary: -11; PAD4 FP inh: 1; PAFAH1B3 inh: 11; GSTO1 counter: -1; PAFAH1B2 inh: 7; PAFAH2 inh: 22; LYPLA1 inh: 0
CCOC(=O)c1c(-c2ccc(C)o2)csc1NC(=S)NC(=O)N(C)C across the screens: pPAFAH inh: 8; Fam108B counter: 5; PME-1 primary: 0; PAD4 FP inh: -3; PAFAH1B3 inh: 10; GSTO1 counter: 28; PAFAH1B2 inh: 6; PAFAH2 inh: 5; LYPLA1 inh: -1

New compounds follow:
No.	SMILES	pPAFAH inh	Fam108B counter	PME-1 primary	PAD4 FP inh	PAFAH1B3 inh
46	CN1CCN(/N=C/c2ccc(N(c3ccccc3)c3ccccc3)cc2)CC1	9	3	7	3	8
47	CC(=O)Nc1cc(S(=O)(=O)Nc2ccc(C)cc2)c(C)cc1C	-3	4	2	6	3
48	NC(c1ccccc1)c1ccncc1 (centres undefined)	3	-4	3	-3	5
49	CN(C)c1nc(N)c2ncc(=S)[nH]c2n1	-4	2	3	-1	5
50	Cc1cc(-c2ccccc2)c(C#N)c(N)n1	1	-3	7	-8	5
51	Cc1cc(/C=C2\NC(=S)NC2=O)c(C)n1-c1cccnc1	2	-3	-6	1	3
52	CCCc1cc(NCCCO)n2c(nc3ccccc32)c1C#N	3	6	11	5	x
53	O=C(C1=C(O)C(=O)N(CC2CCCO2)C1c1cccnc1)c1ccco1 (centres undefined)	-7	2	-4	-5	4
54	COc1cc(/C=N/NC(=O)Cn2ccc(C(F)(F)F)n2)cc(OC)c1OC	3	-3	5	-4	8
55	COc1ccc(/C=N/S(=O)(=O)CCc2ccccc2)c(OC)c1	3	4	6	1	-2
56	O=S(=O)(N[C@@H]1C[C@H]2CC[C@@H]1C2)c1cccs1	5	0	11	1	1
57	Cc1c(C#N)c2ccccc2n1CC(=O)N1CCCc2ccccc21	1	-2	-3	3	5
58	CO/N=C/C1CCN(c2ncc(C(F)(F)F)cc2Cl)C1=O (centres undefined)	2	1	4	-3	10
59	O=C(COc1ccc(Br)cc1Cl)NC(=O)NC1CCCC1	-2	x	-2	-5	10

No.	GSTO1 counter	PAFAH1B2 inh	PAFAH2 inh	LYPLA1 inh
46	-2	3	2	-1
47	-3	4	-4	-1
48	7	4	6	4
49	13	-8	7	2
50	-4	7	2	6
51	-2	-2	-1	-4
52	-10	x	x	-1
53	-3	2	-1	0
54	6	4	-1	0
55	-4	1	-4	7
56	9	7	0	3
57	-3	-3	-1	0
58	-1	0	3	-2
59	x	4	5	0
